Screens (PubChem BioAssay)
M1 ag = agonists of human M1 muscarinic receptor; P11229; 0.33% of 360,000 active; CHO-K1 hM1, Fluo-8 calcium fluorescence, agonist mode; 0% DMSO, 100% acetylcholine EC100; activation, % at 3 µM;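 active = activation above the run's mean compound activation plus 3 SD, cut at about 16% in these data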;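 also: peak over basal fluorescence ratio within a 140 s kinetic read after compound addition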
Target sequence (P11229 whole entry, looked up): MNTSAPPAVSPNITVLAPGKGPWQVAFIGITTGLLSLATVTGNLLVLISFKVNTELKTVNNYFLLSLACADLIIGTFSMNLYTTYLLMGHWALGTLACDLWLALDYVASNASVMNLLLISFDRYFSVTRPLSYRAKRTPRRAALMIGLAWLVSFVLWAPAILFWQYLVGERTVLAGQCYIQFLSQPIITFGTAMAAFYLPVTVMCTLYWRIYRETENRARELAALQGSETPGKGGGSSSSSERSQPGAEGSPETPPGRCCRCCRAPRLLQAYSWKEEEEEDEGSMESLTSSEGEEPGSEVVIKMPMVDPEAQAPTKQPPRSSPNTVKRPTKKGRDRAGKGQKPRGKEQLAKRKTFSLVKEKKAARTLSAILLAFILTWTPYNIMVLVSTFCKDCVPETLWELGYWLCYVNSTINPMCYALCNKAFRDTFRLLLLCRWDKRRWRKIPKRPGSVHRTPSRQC
M1 PAM = potentiates human M1 receptor response to acetylcholine | P11229 | CHO-K1 hM1, Fluo-8 calcium fluorescence, ACh EC20; 0% = ACh EC20, 100% = maximal ACh | activation, % at 3 µM | 0.088% of 360,000 active | AID 588819; in the data active = activation above about 19%, passing the limit was not always enough
CHRM1 antagonist = antagonists of human M1 muscarinic receptor; inhibition, % at 3 µM; 1.3% of 360,000 active; P11229; CHO-K1 hM1, Fluo-8 calcium fluorescence, ACh EC80 antagonist;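 active = percent inhibition above its own plate's cutoff, namely the mean of that plate's compound wells plus 3 SD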;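 also: peak over basal fluorescence ratio during 140 s after agonist addition; 0% = ACh EC80 plus DMSO and 100% = DMSO alone without agonist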
M1 PAM parental = counter-screen for M1 PAMs: effect in parental CHO-K1 cells; ATP EC20, Fluo-8 calcium fluorescence; 0% at ATP EC20, 100% at ATP max; AID 602247; activation, % at 3 µM; 0.02% of 360,000 active;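 active = activation above the run cutoff, the mean activation of all test compounds plus 3 SD, cut at about 40% in these data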;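 also: peak over basal fluorescence ratio in a 140 s read after ATP addition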
M1 ag parental = nonselective activator or artifact in parental CHO-K1 cells; AID 602248; activation, % at 3 µM; Fluo-8 calcium fluorescence; scaled to maximal ATP response, vehicle zero; 0.48% of 360,000 active; in the data active = activation above about 15%;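 also: untransfected CHO-K1 host cells lacking M1 receptor as counterscreen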
TAAR1 antagonist = antagonists of human TAAR1; CHO RD-HGA16 TAAR1, Fluo-8 calcium fluorescence, antagonist; 1.5% of 360,000 active; inhibition, % at 3 µM; AID 624466;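 active = inhibition above a per-plate cutoff, the mean inhibition of test compounds on that plate plus 3 SD, cut at about 49% in these data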;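 also: 0% = DMSO plus EC80 beta-PEA response and 100% = DMSO alone without agonist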
Target sequence (Q96RJ0 whole entry, looked up): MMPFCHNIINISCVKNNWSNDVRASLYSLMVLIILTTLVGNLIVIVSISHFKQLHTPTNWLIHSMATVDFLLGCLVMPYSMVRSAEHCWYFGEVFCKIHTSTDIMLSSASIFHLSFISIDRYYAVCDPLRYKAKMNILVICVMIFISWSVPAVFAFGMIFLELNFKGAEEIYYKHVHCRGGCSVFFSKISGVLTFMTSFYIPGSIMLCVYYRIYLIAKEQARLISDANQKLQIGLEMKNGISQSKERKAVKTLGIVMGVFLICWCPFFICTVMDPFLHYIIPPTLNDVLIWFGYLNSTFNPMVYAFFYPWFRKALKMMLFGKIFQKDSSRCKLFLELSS
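Material: RD-HGA16 CHO cells with stable hTAAR1 and Gα16; Dosing: single nominal final test compound concentration of 3 µM; Schedule: seeding 17-24 h prior, 75-min 37 °C, 30-min RT dye loading; Detection: kinetic Fluo-8 calcium fluorescence measurement; Measure: % inhibition from peak post-agonist over basal fluorescence ratio; Benchmarks: vehicle and agonist controls.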
TAAR1 ag = human TAAR1 agonism. 0.99% of 360,000 active. CHO RD-HGA16 TAAR1, Fluo-8 calcium fluorescence; vehicle wells 0%, saturating PEA agonist 100%. activation, % at 3 µM;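 active = activation above the mean activation of all test compounds in the run plus 3 SD, cut at about 38% in these data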
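Signal – calcium-sensitive Fluo-8 signal, excitation 470-495, emission 515-575 nm · System – RD-HGA16 (CHO) cells co-expressing Gα16 and hTAAR1 · Incubation – 17-24 h seeding, 75 min 37 °C dye, 30 min RT · Compound dosing – 3 µM single concentration · Repeats – no replicates (n 1)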
CHO-K1 Ca antag = M1 antagonist counterscreen hit in parental CHO-K1 cells; ATP-induced calcium, Fluo-8 fluorescence; inhibition, % at 3 µM; 0.6% of 360,000 active; AID 602250;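 active = inhibition above a per-plate cutoff, the plate's mean sample inhibition plus 3 SD, cut at about 24% in these data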;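 also: 0% = DMSO plus EC80 ATP and 100% = DMSO alone without ATP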
CHO parental Ca = counter-screen for OX1R antagonists: effect in parental CHO cells. parental CHO-K1, ATP-induced calcium, Fluo-8 fluorescence. inhibition, % at 5.6 µM. 0.63% of 330,000 active;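 active = inhibition above that plate's mean sample inhibition plus 3 SD, cut at about 26% in these data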;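 also: 0% = ATP-challenged DMSO wells and 100% = DMSO wells without ATP; some compounds past the cut are filed as inactive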
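test system = CHO parental line | reagent = ATP stimulus | measured by = intracellular calcium via Fluo-8 no-wash fluorescent dye | control set = ATP and no-ATP DMSO wells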
An asterisk follows results filed as active; x = no result given.

Molecule,M1 ag,M1 PAM,CHRM1 antagonist,M1 PAM parental,M1 ag parental,TAAR1 antagonist,TAAR1 ag,CHO-K1 Ca antag,CHO parental Ca
Cc1ccccc1Nc1nc(N)nc(CN2CCN(C(=O)c3ccccc3)CC2)n1,-3,3,2,22,1.0,-1,4,-9,-9
COCCNC(=O)CN(C(=O)Cn1nnc2ccccc21)c1ccc(C)c(F)c1,-2,5,-12,9,0.2,4,7,-13,-15
CCCCn1c(N)c(N(CCC(C)C)C(=O)CCN2C(=O)C3CC=CCC3C2=O)c(=O)[nH]c1=O (stereo not given),-3,3,-3,17,2.4,-5,-1,0,-15
C1=C(CCNc2nnnn2-c2ccccc2)CCCC1,0,5,-4,4,2.7,4,4,-7,-5
Cc1nc(SCC(=O)c2ccc(F)c(F)c2)[nH]c(=O)c1Oc1ccc(Cl)cc1,-3,5,-9,16,0.0,-38,-4,-4,-10
CS/C(N)=N/N=C/c1c(O)ccc2ccccc12,-3,10,-4,-4,0.7,-20,15,-8,-9
CN(C)C(=O)c1ccc(NC(=O)c2cccc(-n3cnnn3)c2)cc1,2,16,-12,-7,-0.3,-22,2,-5,x
COc1ccc(Cl)cc1NS(=O)(=O)N1CCOCC1,-1,8,-12,2,0.4,-12,1,-7,-3
O=C(CN1C(=O)c2cccc3cccc1c23)N1CCN(c2cccc(Cl)c2)CC1,-2,7,-11,12,0.3,-5,4,-5,-3
O=C(Nc1ccc(Cl)c(Cl)c1)Nc1cc(S(=O)(=O)N2CCOCC2)ccc1N1CCCC1,-4,-8,16,1,5.6,8,14,13,-7
COc1ccc(C(=O)/C(=C/O)N=Nc2ccc(F)cc2)cc1,-3,9,-17,8,-0.3,-7,2,6,-19
CC1CN(c2cnn(C(C)C)c(=O)c2Cl)CC(C)O1 (stereo not given),-3,11,-14,-3,-0.8,-1,0,2,12
CC(C)NC(=O)c1ccccc1S(=O)c1ccccc1C#N (stereo not given),0,4,-36,1,0.2,-15,0,-6,-3
CC(C)(C)c1ccc(-c2cn(-c3ccc(Br)cc3)c3[n+]2CCCS3)cc1,-10,-28,79*,13,2.7,15,6,17,x
N[C@@H](Cc1ccccc1)c1nnc2sc(SCc3ccccc3)nn12,-3,12,-5,17,0.5,-30,4,-6,-19
CCOC(=O)C1CCN(Cc2nc3ccc(Cl)cc3n2CCO)CC1,-3,7,-4,11,-0.1,-2,1,-23,-12
CCOc1ccc(OCC(=O)NCCS(=O)(=O)N2CCN(c3ccc(F)cc3)CC2)cc1,0,-4,8,1,1.1,-1,0,-10,5
COc1ccc(CCc2cc(OC)c(OC)c(OC)c2)cc1,-3,2,-10,-12,-0.4,-15,-2,-7,x
O=C(COC(=O)/C=C/c1cccs1)NC(c1ccccc1)c1ccccc1,-5,3,-2,16,0.1,43,4,-7,-6
Cc1c(NS(=O)(=O)c2ccc(Cl)c(C(=O)OC(C)C(=O)NCc3ccco3)c2)c(=O)n(-c2ccccc2)n1C (stereo not given),-3,6,11,9,1.1,-2,16,-13,-20
Cc1nc(C(=O)O)cc([N+](=O)[O-])c1C,0,3,-2,11,-0.1,-30,0,-5,x
COc1cccc(C(=O)Nc2ccc(NC(=O)C3CC=CCC3C(=O)O)cc2)c1 (stereo not given),-1,10,-21,9,1.4,-22,2,-11,1
Nc1ccc2c3c(cccc13)-c1ccccc1-2,37*,-14,42*,-12,35*,72*,82*,38*,x
O=C(OCCCCOC(=O)c1ccccc1)c1ccccc1,-3,10,-7,21,1.4,11,12,-6,-18
COc1cc(/C=N/NC(=O)c2cccc(NC(=O)c3ccccc3)c2)ccc1O,-5,-18,26,-7,6.2,65*,14,-2,-23
CCN(CC)C(=O)c1sc2c(c1C)c(=O)n(-c1ccc(C)c(C)c1)c(=O)n2CC(=O)NCC1CCCO1 (stereo not given),-1,8,-4,25,1.1,-14,1,-20,-10
Cc1ccc(C(=O)NCC(=O)OC(C)C(=O)NC2CCCc3ccccc32)cc1 (stereo not given),-3,2,-2,6,1.0,2,-1,0,-18
Cc1ccc(C)c(S(=O)(=O)Nc2cc3c4c(c2)CCC(=O)N4CCC3)c1,-1,0,-1,-3,3.6,37,7,0,-15
COc1ccccc1N=Nc1ccc(N)c(C)c1,-3,13,-16,4,-0.8,-1,2,-2,-13
O=C(NCC1CCCO1)/C(=C\c1ccccc1F)NC(=O)c1ccccc1 (stereo not given),-3,9,-7,-3,0.1,-8,3,0,-12
O=C(COc1ccc(Cl)cc1)N1CCN(C(=O)c2ccccc2F)CC1,-1,10,-4,15,1.2,-22,6,-25,-18
CCCCSCc1nc2nc(Cl)c(Cl)nc2[nH]1,4,-6,1,7,10.0,-33,10,1,x
O=C(Nc1ccc(Cl)cc1)c1cncs1,-3,15,-11,8,1.9,-12,4,-7,0
Cc1ccccc1/C=N/n1c(C2CCCCC2)n[nH]c1=S,-5,1,3,-5,-0.6,-23,-3,-4,-6
CCOC(=O)c1c(C)nc2ccccc2c1C,-5,7,-29,6,0.4,-2,6,-6,12
Nc1ncnc2c1ncn2[C@@H]1O[C@H](C(=O)N2CCC[C@@H]2C(=O)OCc2ccccc2)[C@@H](O)[C@H]1O,-4,0,-11,7,0.5,-1,2,-1,x
Cc1ccc(S(=O)(=O)Oc2ccccc2/C=N/O)cc1,-9,12,-2,17,9.6,6,1,1,-5
CCc1nc2c(OCc3cccc(OC)c3)cccn2c1N(C)C(=O)c1ccccc1F,-9,9,-14,7,0.4,-14,3,-7,x
CC1(C)CCC[C@]2(C)[C@H]3Cc4cc(O)ccc4O[C@]3(C)CC[C@@H]12,-6,3,-2,11,0.1,4,4,-21,-11
COc1ccccc1NC(=O)CSC1=NC(=O)C(Cc2ccccc2)C(=O)N1 (stereo not given),-11,-8,3,10,1.4,-5,5,-21,0
C=C(C)Cn1c2ccc(NC(=O)CCOCC)cc2c(=O)n1C,0,6,-14,-1,0.2,9,1,-16,x
Cc1ccccc1C(=O)Nc1cccc(C(=O)N/N=C/c2cc(Cl)cc([N+](=O)[O-])c2O)c1,0,-7,-7,-1,-0.8,-3,1,-7,-4
COc1ccc(NC(=O)Cc2ccsc2)cc1S(=O)(=O)N1CCOCC1,-3,6,-2,13,0.6,-4,3,-17,-11
O=[N+]([O-])c1ccccc1Sc1nccn1Cc1ccccc1,-8,5,5,15,0.8,10,-2,-9,-15
Cc1noc(C)c1C(=O)NCc1ccccc1F,-5,-7,14,18,2.8,-18,1,-7,-3

As a working copy, some entries already given:
Molecule,M1 ag,M1 PAM,CHRM1 antagonist,M1 PAM parental,M1 ag parental,TAAR1 antagonist,TAAR1 ag,CHO-K1 Ca antag,CHO parental Ca
O=C(COc1ccc(Cl)cc1)N1CCN(C(=O)c2ccccc2F)CC1,-1,10,-4,15,1.2,-22,6,-25,-18
CCCCSCc1nc2nc(Cl)c(Cl)nc2[nH]1,4,-6,1,7,10.0,-33,10,1,x

More compounds follow.
Molecule,M1 ag,M1 PAM,CHRM1 antagonist,M1 PAM parental,M1 ag parental,TAAR1 antagonist,TAAR1 ag,CHO-K1 Ca antag,CHO parental Ca
OC(c1ccccc1)(c1nc(-c2cc(F)cc(F)c2)cs1)C(F)(F)F (stereo not given),-5,-10,4,-14,-0.3,10,6,-1,x
C[C@@]12C(=O)N(c3cccc(F)c3)C(=O)N1[C@@H]1c3ccccc3OC[C@@H]1[C@H]2c1ccccc1,-4,-8,15,11,0.2,31,4,-15,-7
CCn1ccnc1CC1COc2ccccc2O1 (stereo not given),-8,2,-28,16,-0.1,15,0,-12,-15
Cc1n[nH]c(C)c1S(=O)(=O)N1CCN(S(=O)(=O)c2cccc(F)c2)CC1,-1,10,-8,12,2.3,9,1,-3,x
CCCc1ccc(C(=O)CCC(=O)NNC(=O)c2ccncc2)cc1,-4,6,-2,6,0.4,-19,2,-15,-10
CC1CC(C)CN(CCCNC(=O)C2CCCN(S(=O)(=O)N3CC(C)CC(C)C3)C2)C1 (stereo not given),-14,-4,3,-18,-1.1,-12,0,3,-12
Cc1ccc(-c2cccc(CN3CCN(C(C)C)C(CCO)C3)c2)o1 (stereo not given),-11,-17,2,8,0.1,0,0,-5,-20
N#Cc1c(C(F)(F)F)cc(-c2cccs2)nc1SCc1cccnc1,2,10,-35,6,0.3,1,6,-19,-22
COc1ccc(CNC(=O)CN(c2ccc(C)cc2)S(=O)(=O)c2c(C)nn(C)c2C)cc1,-3,16,-16,3,2.4,3,2,-12,-21
O=C(COC(=O)COc1ccccc1)Nc1ncc([N+](=O)[O-])s1,-2,0,2,-2,0.3,-7,20,-10,2
O=[N+]([O-])c1ccc(O)c(P(=O)(c2ccccc2)c2ccccc2)c1,1,12,-4,-14,-0.1,-13,3,-4,-16
Cc1ccc(CN2CCNC(=O)C2CC(=O)O)o1 (stereo not given),0,11,-11,-15,-0.2,6,1,14,-2
Cc1ccc(S(=O)(=O)N2CCN(S(=O)(=O)c3ccc4c(c3)OCCO4)CC2)cc1,2,2,-3,-7,0.6,8,5,10,3
CC(C)N1CCC(=NNC(=O)c2ccc(Br)o2)CC1,-2,-1,6,14,1.6,-3,2,5,-2
Cn1c(-c2ccc3nc(N)sc3c2)nc2cc(N)ccc21,-4,-2,1,4,-0.2,0,2,-7,-5
O=[N+]([O-])c1ccc(-c2cnc(NO)nc2)cc1,-6,7,-2,13,0.5,-11,1,-2,-6
CCN(CC)S(=O)(=O)c1ccc(-n2cnc3cc(C)c(C)cc32)nc1,-6,-4,8,-1,0.7,9,1,1,-12
COc1ccc2oc(C(=O)CCC(=O)O)c(N)c2c1,-1,4,-12,14,0.4,-16,1,-5,-1
CC(C)OCCCNCc1cccs1,-3,4,-7,18,0.1,16,4,-9,-7
Cc1ccc(CN2C(=O)C[C@@H](NC(=O)OCC3c4ccccc4-c4ccccc43)C/C=C\C2c2ccc(C)cc2)cc1 (stereo not given in full),-2,6,-9,13,0.5,-17,1,-25,-25
C/C=C(/C)C(=O)O[C@@H]1[C@H](OC(C)=O)c2c(ccc3ccc(=O)oc23)OC1(C)C,-2,21,-1,2,-1.1,19,8,-11,-25
CC(=O)c1c(C(C)=O)c(C)n(Cc2ccccc2)c1C,3,2,2,17,6.3,13,1,-23,5
O=c1c2c(-c3ccco3)csc2nc(SCc2cn3cccnc3n2)n1-c1ccccc1,-6,2,-32,12,0.0,-14,5,-11,-31
CCC(=O)N1CCc2cc(S(=O)(=O)CCC(=O)Nc3ccc(C(C)=O)cc3)ccc21,-1,7,-18,3,0.6,-39,-3,-11,-13

Whole records as entered above.
C1=C(CCNc2nnnn2-c2ccccc2)CCCC1 is listed as M1 ag = 0; M1 PAM = 5; CHRM1 antagonist = -4; M1 PAM parental = 4; M1 ag parental = 2.7; TAAR1 antagonist = 4; TAAR1 ag = 4; CHO-K1 Ca antag = -7; CHO parental Ca = -5
Cc1ccccc1C(=O)Nc1cccc(C(=O)N/N=C/c2cc(Cl)cc([N+](=O)[O-])c2O)c1 is listed as M1 ag = 0; M1 PAM = -7; CHRM1 antagonist = -7; M1 PAM parental = -1; M1 ag parental = -0.8; TAAR1 antagonist = -3; TAAR1 ag = 1; CHO-K1 Ca antag = -7; CHO parental Ca = -4
